# From PubChem BioAssay
# TrxR1 inh: rat TrxR1 inhibition; recombinant rTrxR1, NADPH fluorescence consumption, selenite substrate; 1% of 390,000 active; AID 588453; O89049; Potency, µM (top dose mostly 114 µM), without a hit: at the top dose activity change, negative = inhibition, most hits filed as inhibitors; also: % is scaled to controls: 0 for no effect and ±100 for the full control effect; nearly all actives have a fitted effect of over 65% in size
#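 Rat TrxR1 (90 nM in the dispensed reagent) was pre-reduced with 400 uM NADPH for 5 min at room temperature, then incubated with compound for 15 min. After 400 uM selenite was added, NADPH fluorescence (Ex 340/Em 450 nm) was followed for 8 min.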
# Pin1 inh: inhibitors of human Pin1; Q13526; Pin1 FP peptide displacement, HiFluor488, 10 min; Potency, µM (highest dose often 115 µM), without a hit: at the highest dose activity, negative = inhibition, actives largely listed as inhibitors; 0.009% of 390,000 active; active = well fitted inhibition curve with a large enough effect in the polarisation, with a control signal flat, not every such curve was filed as active; inconclusive = small, poorly fitted or top-dose-only effect, or effect the other way, or a change in a side signal; inactive = no such curve, though single readings can be large or run the other way; the % refers to the polarisation; also: % is scaled to controls: 0 for no effect and ±100 for the full control effect
# Target sequence (Q13526 whole entry, looked up): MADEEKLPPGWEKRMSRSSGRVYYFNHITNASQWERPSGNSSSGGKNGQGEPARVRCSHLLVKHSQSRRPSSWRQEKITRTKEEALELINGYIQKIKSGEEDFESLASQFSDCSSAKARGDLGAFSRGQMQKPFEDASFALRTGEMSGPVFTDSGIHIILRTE
# HP1b chromo inh: inhibitors of HP1-beta chromodomain binding to methylated histone tails | P83916 | AlphaScreen HP1-beta / biotin-H3K9me3 peptide binding | Potency, µM (highest dose often 114 µM), inactives show at the highest dose activity change, negative = inhibition, hits mostly inhibitors | 0.56% of 390,000 active | AID 540317; also: nearly all actives have a fitted effect of over 70% in size; inactives centre near 23
# Target sequence (P83916 whole entry, looked up): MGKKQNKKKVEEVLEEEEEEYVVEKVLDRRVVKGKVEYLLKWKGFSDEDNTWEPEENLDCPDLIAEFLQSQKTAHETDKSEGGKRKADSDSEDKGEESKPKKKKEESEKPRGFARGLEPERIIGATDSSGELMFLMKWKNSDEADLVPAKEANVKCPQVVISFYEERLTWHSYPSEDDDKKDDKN
#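 Compound inhibition of the preformed complex between 50 nM HP1-beta and 50 nM biotinylated H3K9me3 peptide was read by AlphaScreen. Buffer was PBS pH 7.4 with 0.01% Tween-20. Incubations ran 30 min at room temperature, with 10 ug/mL donor/acceptor beads.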
# Tb PGK inh: T. brucei PGK inhibition. P07378. 0.043% of 380,000 active. PGK/GAPDH coupled, Kinase-Glo luminescence, 60 min. Potency, µM (series often up to 57.5 µM), without a hit: top-dose activity change, negative = inhibition, usual class: inhibitors; also: % is scaled to controls: 0 for no effect and ±100 for the full control effect; nearly all actives have a fitted effect of over 60% in size
# Target sequence (P07378 whole entry, looked up): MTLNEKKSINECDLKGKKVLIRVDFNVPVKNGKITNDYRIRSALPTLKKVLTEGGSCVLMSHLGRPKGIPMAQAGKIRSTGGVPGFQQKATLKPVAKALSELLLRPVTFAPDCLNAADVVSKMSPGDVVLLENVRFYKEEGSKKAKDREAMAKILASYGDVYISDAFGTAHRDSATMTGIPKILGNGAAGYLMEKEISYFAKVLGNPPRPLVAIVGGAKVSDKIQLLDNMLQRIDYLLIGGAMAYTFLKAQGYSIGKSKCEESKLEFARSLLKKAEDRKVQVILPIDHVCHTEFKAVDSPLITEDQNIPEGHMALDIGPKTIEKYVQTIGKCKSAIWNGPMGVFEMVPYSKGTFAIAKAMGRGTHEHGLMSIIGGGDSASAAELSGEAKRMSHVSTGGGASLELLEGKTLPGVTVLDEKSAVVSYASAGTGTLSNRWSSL
#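 Recombinant glycosomal PGK reaction used 1,3-bisphosphoglycerate generated in-well by GAPDH (100nM final) in 100mM TEA pH 7.6, 5mM MgCl2, 0.01% Tween-20. After 60 minutes at room temperature, ATP was read by Kinase-Glo Plus luminescence end-point.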
# JMJD2A Tudor: blocks the human JMJD2A Tudor domain; AlphaScreen JMJD2A-Tudor / H3K4me3 peptide binding; Potency, µM (top dose mostly 114 µM), without a hit: at the top dose activity change, negative = inhibition, actives largely listed as inhibitors; 4.4% of 390,000 active; AID 504339; also: % is scaled to controls: 0 for no effect and ±100 for the full control effect; nearly all actives have a fitted effect of over 50% in size
# ERG-DNA inh: blocks human ERG Ets domain binding to DNA | P11308 | Potency, µM (top dose mostly 76.9 µM), for the others: at the top dose FP activity, negative = inhibition, usual class: inhibitors | AID 624246 | fluorescence polarization, His-ERG Ets domain / labelled DNA | 0.028% of 370,000 active; active = well fitted inhibition curve with a large enough effect in the polarisation, with a control signal flat; inconclusive = small, poorly fitted or top-dose-only effect, or effect the other way, or a change in a side signal; inactive = no such curve, though single readings can be large or run the other way; the % refers to the polarisation;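 also: polarization taken with two DNA probes labelled with fluorescein and Texas red; % of control where 0% means no effect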
#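 His-tagged ERG Ets domain (1 uM in the protein solution; 300mM KCl, 50mM Tris-HCl, 1mM EDTA, 1mM DTT, pH 7.5) received compound, then a probe mix of 5 nM fluorescein-DNA and 100nM Texas-615-DNA. Fluorescence polarization was read for both dyes.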
# 12-LOX inh: blocks human arachidonate 12S-lipoxygenase | P18054 | purified 12hLO, xylenol orange hydroperoxide absorbance | Potency, µM (highest dose often 108 µM), inactives show at the top dose activity change, negative = inhibition, most hits filed as inhibitors | 1.1% of 580,000 active | AID 1671190; also: % is scaled to controls: 0 for no effect and ±100 for the full control effect
#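 Purified human 12hLO (150 nM final) in 25 mM Hepes, 0.01% Triton X-100, pH 7.0 was preincubated 15 min at room temperature with compound. Then 40 uM arachidonic acid was added, 30 min. Hydroperoxide was read by Fe-XO absorbance ratio 573/405 nm.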
# GLS inh: glutaminase GLS (human) inhibition; GLS enzymatic activity, qHTS titration; 0.21% of 410,000 active; Potency, µM (top dose mostly 45.5 µM), without a hit: at the highest dose activity change, negative = inhibition, actives largely listed as inhibitors; AID 624170; also: % is scaled to controls: 0 for no effect and ±100 for the full control effect
#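 Enzyme dispensed in phosphate buffer (45 mM, pH 8.2, 0.02% Tween-20), compounds pinned in, then 1 mM L-glutamine solution and the glutamate oxidase–HRP–Amplex Red mix added; fluorescence read immediately and again after 30 min at room temperature.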
# RGS4 inhibitor: human RGS4 inhibition. 0.039% of 390,000 active. Potency, µM (top dose mostly 114 µM), for the others: top-dose activity change, negative = inhibition, actives largely listed as inhibitors. P49798. AID 504845. Transcreener GDP fluorescence polarization, RGS4-accelerated GTP hydrolysis; also: % is scaled to controls: 0 for no effect and ±100 for the full control effect; nearly all actives have a fitted effect of over 75% in size; some results filed as inactive show a strong effect at the top dose
# Target sequence (P49798 whole entry, looked up): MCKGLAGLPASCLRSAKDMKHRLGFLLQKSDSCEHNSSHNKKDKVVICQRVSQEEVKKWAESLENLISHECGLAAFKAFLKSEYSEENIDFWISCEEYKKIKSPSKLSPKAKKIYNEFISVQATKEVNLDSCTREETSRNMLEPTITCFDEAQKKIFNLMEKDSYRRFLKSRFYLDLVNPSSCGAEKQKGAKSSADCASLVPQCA
#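 MLSMR compounds (23 nl, pin-transferred) preincubated 10 min at room temperature with a 500nM (2x) first reagent, then RGS4 at 900nM (2x) plus Transcreener GDP mix added; fluorescence polarization (620/688 nm) read before and after 90 min at 30 °C.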
# Numbers without * were called inactive; i = inactive; ? = inconclusive; nt = not tested or not shown; [ ] = dose if it differs, or a comment. Unless noted, calls follow the shape of the dose curve; as a rule, active = well fitted curve in the direction sought with a large enough effect; inconclusive = small, poorly fitted or top-dose-only effect, or another doubt; inactive = no such curve, though single readings can be large; an effect the other way counts as inactive or inconclusive. Potency is read from the fitted curve at half-maximal effect.
SMILES,TrxR1 inh,Pin1 inh,HP1b chromo inh,Tb PGK inh,JMJD2A Tudor,ERG-DNA inh,12-LOX inh,GLS inh,RGS4 inhibitor
CCOC(=O)N1CCN(c2cc(N3CCN(CC)CC3)c(F)cc2[N+](=O)[O-])CC1C (stereo unspecified),17%,-2%,-6%,19%,-31%,-4%,-18%,17%,10%
COc1cc(C2C(=O)N(C3CCCCC3)CC(=O)N2C2CCCC2)ccc1OC(C)C (stereo unspecified),13%[57.1 µM],2%,13%,-2%,-2%,3%,-5%,1%,5%
CCCN(CCC)C(=O)CSc1nc2n[nH]c(C)c2c(=N)n1-c1ccc(OCC)cc1,17%,2%,15%,-10%,-32%,6%,nt,10%,-40%
O=C(CN(C(=O)CCC(=O)Nc1nccs1)c1cccc(F)c1)NCc1ccccc1,15%,7%,27%,0%,8%,10%,6%,0%,-25%
COc1cccc(-c2ccc(NC(=O)C3CCCN(Cc4ccc(CO)o4)C3)cc2)c1 (stereo unspecified),-11%,4%,3%,5%,-26%,2%,5%,2%,17%
CCCCN(C(=O)C1CCC1)c1c(N)n(CCC)c(=O)[nH]c1=O,17%,-15%,3%,-1%,-5%,-1%,-20%,-4%,-3%
Cc1cc(OCCOc2cccc3cccnc23)cc(C)c1Cl,-3%[57.1 µM],?,27%,-2%,-9%,-1%,?,0%,-52%
CCOC(=O)COn1c(=O)c(=O)n(OC)c2ccccc21,13%,1%,-26%,-3%,?,-8%,-23%,-1%,2%
CCN(CC)CCCC(C)Nc1nccc2cccc(Cl)c12 (stereo unspecified),-3%[2.29 µM],-12%,11%[57 µM],6%,-1%,1%,?,1%,-11%
CN(C)C(=O)c1cc(C(=O)c2ccc(C(F)(F)F)cc2)c[nH]1,3%,0%,25%,nt,-6%,-7%,0%,3%,-5%
Cc1nonc1NC(=O)CSc1nnc(-c2ccoc2C)n1-c1cccc(Cl)c1,8%,8%,25%,1%,-17%,6%,-10%,13%,-41%
COc1ccc2[nH]c(C(=O)N3CCC(CO)(Cc4cccc(C(F)(F)F)c4)CC3)c(C)c2c1,2%,5%,11%,-4%,-29%,-3%,?,4%,-6%
CC(C)(C)c1ccc(CN2C3=NCCCN3c3ccccc32)cc1,7%[57.1 µM],-3%,24%,8%,-9%,-4%,-25%,0%,28%
Cc1csc(NC(=O)CSc2nnc3ncccn23)n1,26%,-2%,21%,-7%,2%,-15%,23%,-1%,6%
COc1ccc(CCNc2nc(-c3cccnc3)cs2)cc1OC,29%[57.1 µM],-11%,-6%,3%,-35%,-1%,0%,-1%,30%
Cc1nn(-c2ccc(F)cc2)c(-n2cccc2)c1C(=O)N1CCN(c2ccc(F)cc2)CC1,20%,-2%,22%,-7%,-24%,0%,0%,8%,2%
COC(=O)Nc1nc2ccc(-c3n[nH]c(=O)c4ccccc34)cc2[nH]1,11%[57.1 µM],12%,11%,i,?,12%,-7%,-17%,-7%
CCc1ccc(Nc2n[n+](-c3ccccc3)c(-c3ccc(N(CC)CC)cc3)s2)cc1,-23%,?,?,i,40µM*,21%,40µM*,9%,?
CC(Cc1ccccc1)NC(=O)C1(c2ccccc2)CCOCC1 (stereo unspecified),10%,-8%,43%[activator],21%,-3%,-3%,0%,10%,-42%
CC(=O)Nc1ccc(Nc2cc(C)nc3c(-c4ccc(Cl)cc4)c(C)nn23)cc1,12%[57.1 µM],7%,22%,-1%,?,-9%,-14%,-3%,-27%

# An excerpt from above in order of molar mass, ascending.
SMILES,TrxR1 inh,Pin1 inh,HP1b chromo inh,Tb PGK inh,JMJD2A Tudor,ERG-DNA inh,12-LOX inh,GLS inh,RGS4 inhibitor
CN(C)C(=O)c1cc(C(=O)c2ccc(C(F)(F)F)cc2)c[nH]1,3%,0%,25%,nt,-6%,-7%,0%,3%,-5%
CCN(CC)CCCC(C)Nc1nccc2cccc(Cl)c12 (stereo unspecified),-3%[2.29 µM],-12%,11%[57 µM],6%,-1%,1%,?,1%,-11%
Cc1nonc1NC(=O)CSc1nnc(-c2ccoc2C)n1-c1cccc(Cl)c1,8%,8%,25%,1%,-17%,6%,-10%,13%,-41%

# The listing continues.
SMILES,TrxR1 inh,Pin1 inh,HP1b chromo inh,Tb PGK inh,JMJD2A Tudor,ERG-DNA inh,12-LOX inh,GLS inh,RGS4 inhibitor
Nc1cccc(CCc2nc3cc4ccccc4cc3[nH]2)c1,-10%,-5%,-12%,i,-32%,-1%,-12%,8%,-7%
COc1cc(C(=O)O/N=C2\C=CC(=O)C(C)=C2)cc(OC)c1OC,2.8µM*,5%,22%,0%,-20%,7%,-10%,-3%,?
COc1cccc(C(=O)NC(=S)Nc2ccccc2N2CCCC2)c1,-7%,11%,22µM*,-4%,?,16%,?,25%,-53%
O=C(Cn1nnc(-c2ccc(Cl)cc2)n1)NC1CC2CCC1C2 (stereo unspecified),13%,2%,38%,-4%,6%,-1%,-1%,-9%,-26%
CCOC(=O)C(O)(C1C(=O)CC(C)(C)CC1=O)C(F)(F)F (stereo unspecified),-1%,4%,45%[activator],-4%,-5%,-3%,-11%,-10%,1%
O=S(=O)(NCc1ccco1)c1ccc(S(=O)(=O)N2CCCC2)cc1,6%[57.1 µM],0%,8%,-1%,-11%,-3%,15%,0%,2%
COc1ccc(CNc2nc(Cl)c(C#N)s2)cc1,12%[57.1 µM],2%,34%,-4%,-15%,-3%,6%,-3%,-16%
CCOc1cc(C(c2c(O)nc(SC)[nH]c2=O)c2c(O)nc(SC)[nH]c2=O)ccc1O,-68%,?,-12%,0%,?,-4%,1%,?,?
CCC(CC)NC(=O)c1cc(OC)c(OC)c(OC)c1,-9%,3%,13%,1%,-14%,-2%,131%[activator],-1%,22%
O=C(NC1CCCCC1)Sc1ccc(Cl)cc1,18µM*,1%,69%[activator],7%,110%[activator],5%,0%,8%,?
C=CCOc1ccccc1/C=c1\sc2nc(=O)c(C)nn2c1=O,-8%,nt,-7%,-2%,?,4%,?,-15%,?
O=C(CN1C(=O)NC2(CCCC2)C1=O)NCc1ccc(Cl)cc1,-3%,?,19%,1%,-12%,-2%,-19%,11%,6%
CN1CCN(S(=O)(=O)c2ccc(Br)s2)CC1,8%,-5%,8%,1%,-9%,2%,-17%,3%,3%
CCOC(=O)c1ccc(NC(=S)N2CCSC2c2ccc(OC)cc2)cc1 (stereo unspecified),1%,1%,44%[activator],i,-4%,?,?,2%,-33%
CCc1ccccc1NC(=O)C(Cc1ccccc1)c1nn[nH]n1 (stereo unspecified),26%,-5%,8%,i,-11%,4%,?,-1%,26%
COc1ccc(/C=C(/NC(=O)c2ccccc2)C(=O)N2CCOCC2)cc1OC,3%,14%,19%,10%,-15%,7%,1%,2%,5%
Cc1noc(Cn2c(=O)c3ccccc3n(CC(=O)Nc3ccc(F)cc3F)c2=O)n1,15%,-8%,35%,-8%,2%,3%,-13%,-24%,1%
CCOc1cnc(-c2ccc(Cl)cc2)o1,17%[57.1 µM],-7%,13%,i,9%,-13%,0%,-7%,4%
CCN(CC)C1CCN(C(=O)c2cc(COc3ccc(F)cc3Cl)on2)C1 (stereo unspecified),11%,2%,27%,-7%,7%,-16%,0%,-1%,5%
CCOc1ccc(C(c2c(O)cc(C)n(CCOC)c2=O)N2CCN(c3ccc(F)cc3)CC2)cc1 (stereo unspecified),?,-1%,21%[57 µM],10%,-18%,6%,0%,34%[activator],-37%

# Four entries already listed, ordered by the number in ERG-DNA inh, low to high:
molecule	ERG-DNA inh
CCOc1cc(C(c2c(O)nc(SC)[nH]c2=O)c2c(O)nc(SC)[nH]c2=O)ccc1O	-4%
COc1ccc(CNc2nc(Cl)c(C#N)s2)cc1	-3%
Nc1cccc(CCc2nc3cc4ccccc4cc3[nH]2)c1	-1%
COc1cc(C(=O)O/N=C2\C=CC(=O)C(C)=C2)cc(OC)c1OC	7%

# Later entries.
SMILES,TrxR1 inh,Pin1 inh,HP1b chromo inh,Tb PGK inh,JMJD2A Tudor,ERG-DNA inh,12-LOX inh,GLS inh,RGS4 inhibitor
COc1cc(/C=N/n2nnnc2Nc2ccccc2)cc(OC)c1OC,-10%,-1%,8%,4%,-17%,1%,nt,-9%,-9%
COc1ccc(CCNC(=O)CSc2nnc3ccccn23)cc1,18%[57.1 µM],3%,50%[activator],-2%,4%,5%,-6%,-13%,-28%
COc1ccc(C(=O)NCCn2cc(SCC(=O)Nc3cccc(C)c3)c3ccccc32)cc1,17%,24%,33%,i,-16%,3%,-6%,10%,-12%
Cc1ccc(COc2ccc(/C=N/O)cc2)cc1,-8%,1%,22%,-7%,-4%,-2%,20%,-13%,-20%
Cc1cccc(Nc2nc(N)nc(-c3oc4ccccc4c3C)n2)c1,?,?,39%[activator],-1%,-9%,10%,?,-4%,0%
CCN(CC)S(=O)(=O)c1ccc(N2CCOCC2)c(NC(=O)Cc2cccc3ccccc23)c1,-8%,6%,30%,-1%,2%,-2%,6%,-2%,7%
Cc1c(NC(=O)c2ccccc2F)cccc1-c1nc2cccnc2s1,2%,1%,15%,1%,?,2%,-3%,-9%,-14%
COc1ccc(N(C(=O)/C=C\C(=O)Nc2ccc(C)cc2)C(C(=O)NCc2ccco2)c2ccc(C)cc2)cc1 (stereo unspecified),6%[57.1 µM],4%,8%,-13%,?,1%,?,-4%,2%
CCC(CC)C(=O)Nc1ccc(C(=O)OCc2cc(=O)n3nc(C4CC4)sc3n2)cc1,12%[57.1 µM],5%,10%,9%,-5%,0%,1%,8%,9%
O=C(COC(=O)Cn1cnc2ccccc2c1=O)Nc1ccc(Cl)c(C(F)(F)F)c1,0%,5%,36%,1%,-1%,-1%,-8%,0%,11%

# Not all compounds are listed, so the mix of outcomes need not match the whole.
